Screening data as filed in PubChem BioAssay.
D1 PAM: enhances dopamine response at the human D1 receptor; HEK293 TREx D1 cells, calcium flux, dopamine EC20 potentiation; potentiation, % at 10 µM; actives 0.036% (n = 360,000); in the data active = potentiation above about 30%; also: 0% is about no effect
Target sequence (P21728 whole entry, looked up): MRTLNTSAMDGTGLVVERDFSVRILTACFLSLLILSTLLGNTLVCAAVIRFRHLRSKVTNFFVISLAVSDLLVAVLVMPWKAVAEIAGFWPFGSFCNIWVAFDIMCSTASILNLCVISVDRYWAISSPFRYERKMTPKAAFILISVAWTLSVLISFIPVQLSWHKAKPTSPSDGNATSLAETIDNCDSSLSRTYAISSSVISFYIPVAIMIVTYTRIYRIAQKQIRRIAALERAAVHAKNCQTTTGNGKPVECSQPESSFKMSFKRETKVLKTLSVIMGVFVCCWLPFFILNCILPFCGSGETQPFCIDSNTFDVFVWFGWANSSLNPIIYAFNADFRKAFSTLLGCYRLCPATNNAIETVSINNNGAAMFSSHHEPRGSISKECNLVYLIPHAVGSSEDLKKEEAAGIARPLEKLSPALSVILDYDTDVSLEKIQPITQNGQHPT
D2 antag: D2 dopamine receptor (human) antagonism; P14416; HEK293 TREx D2 cells, calcium flux, dopamine EC80; inhibition, % at 10 µM; actives 2% (n = 340,000); AID 485344; in the data active = inhibition above about 30%; also: 0% is about no effect
Target sequence (P14416 whole entry, looked up): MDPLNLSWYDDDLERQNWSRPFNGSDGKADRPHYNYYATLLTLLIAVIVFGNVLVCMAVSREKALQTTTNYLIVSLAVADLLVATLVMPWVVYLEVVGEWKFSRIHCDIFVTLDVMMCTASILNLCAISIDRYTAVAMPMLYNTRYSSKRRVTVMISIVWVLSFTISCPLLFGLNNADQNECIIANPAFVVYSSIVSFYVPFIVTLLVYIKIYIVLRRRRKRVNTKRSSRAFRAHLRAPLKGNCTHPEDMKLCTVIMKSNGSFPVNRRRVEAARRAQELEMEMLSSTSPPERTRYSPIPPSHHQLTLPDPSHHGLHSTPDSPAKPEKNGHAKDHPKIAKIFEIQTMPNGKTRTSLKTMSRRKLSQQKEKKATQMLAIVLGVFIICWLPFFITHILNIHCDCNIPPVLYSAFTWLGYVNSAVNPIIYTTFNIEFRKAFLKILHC
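In this primary screen, negative modulation is detected by tracking calcium flux after an EC80 dopamine challenge in inducible HEK293 T-REx D2 cells preexposed to test compound for 180 s.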
D1 antagonist: blocks dopamine activation of the human D1 receptor | P21728 | activity change, negative = inhibition, % at 10 µM | HEK293 TREx D1 cells, calcium flux, dopamine EC80; stronger effect = lower value | AID 504652 | actives 3.2% (n = 360,000); in the data active = activity change below about -30%; also: % is scaled to controls: 0 for no effect and ±100 for the full control effect
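HEK293 T-REx cells expressing inducible, force-coupled D1 receptor; no-wash Ca dye, 30–90 min RT. Cmpd → 180 s read at 1 Hz → EC80 DA → 180 s read.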
D2 potentiator: positive allosteric modulators of human D2 dopamine receptor; P14416; HEK293 T-REx D2, calcium flux, EC20 dopamine potentiation; potentiation, % at 10 µM; actives 0.34% (n = 340,000); AID 485347;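 active = potentiation over 3 SD above the plate norm, cut at about 30% in these data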; also: 0% is about no effect
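Potentiation of an EC20 dopamine calcium response measured kinetically over 180 s, after a preceding 180 s compound-only read flagging agonists. Cells: inducible Hek293 Trex D2 line, 4000/well, cultured overnight at 30 C before dye loading.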
D2 agonist: D2 dopamine receptor (human) agonism | activation, % at 2 µM | P14416 | actives 0.53% (n = 340,000) | HEK293 T-REx D2 cells, calcium flux agonist mode;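 active = activation over 3 SD above normal in the single-dose calcium agonist read, cut at about 30% in these data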; also: 0% is about no effect
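Calcium-flux readout, 1 cycle/sec over 180 s following compound pin transfer, in inducible HEK293 Trex D2 cells (force-coupled); dopamine controls included. Positive calcium responses during this window marked compounds as potential agonists.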
RXFP1 antagonist: antagonists of human relaxin receptor RXFP1. AID 1259400. actives 0.59% (n = 350,000). activity change, negative = inhibition, % at 57.5 µM. Q9HBX9. HEK293-RXFP1, relaxin-stimulated cAMP HTRF, 30 min; stronger effect = lower value;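 active = activity change of -60% or lower, but not beyond a set lower limit; inconclusive = change between -60% and -40%, or beyond the set limit; inactive = change above -40%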; also: % is scaled to controls: 0 for no effect and ±100 for the full control effect
RXFP1 ag: agonists of human relaxin receptor RXFP1; Q9HBX9; HEK293T-RXFP1 cAMP TR-FRET, 30 min; response scale: percent of porcine relaxin response, buffer zero; Potency, µM (doses to about 57.5 µM), for inactives: at the top dose activation, actives largely listed as activators; actives 0.3% (n = 370,000); active = well fitted activation curve with a large enough effect; inconclusive = small, poorly fitted or top-dose-only effect; also: potency is read from the fitted curve at half-maximal effect; % is scaled to controls: 0 for no effect and ±100 for the full control effect; nearly all actives have a fitted effect of over 60% in size; many of its hits are not listed in these tables
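Agonist response is measured as cAMP accumulation in an RXFP1-transfected HEK293T line under PDE4 inhibition. Values are scaled between buffer-only and 29 nM porcine relaxin, and EC50s come from standard Hill equation fits.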
D1 agonist: human D1 receptor agonism; HEK293 T-REx D1 cells, calcium flux, agonist mode; P21728; AID 504660; actives 1% (n = 360,000); activation, % at 2 µM; in the data active = activation above about 30%; also: 0% is about no effect
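Tetracycline-induced HEK293 TREx D1 cells, force-coupled to calcium signalling, were dye-loaded with a no-wash calcium kit. Compound was pin-added after a 10 s baseline. Fluorescence was read kinetically at 1 cycle/s for 180 s, with calcium rises flagged as agonism.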
TRHR PAM: allosteric enhancers of human TRH receptor. P34981. TRHR cells, fluo-8 calcium fluorescence, EC20 TRH enhancement. enhancement, % at 2 µM. actives 0.66% (n = 360,000). AID 493056; in the data active = enhancement above about 30%; also: 0% is about no effect
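Enhancer read-out: after compound pinning and an initial kinetic agonist-mode read, an EC20 of TRH (10 nM final) was injected and fluo-8 calcium signal (Ex 480/Em 530) followed at 1 s/cycle for 100 cycles in TRHR-expressing cells.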
* hit, by the source's call; ? = inconclusive; / = not tested or not shown.

SMILES | D1 PAM | D2 antag | D1 antagonist | D2 potentiator | D2 agonist | RXFP1 antagonist | RXFP1 ag | D1 agonist | TRHR PAM
COc1ccc(NC(=O)c2ccc(-n3nc(C)cc3C)cc2)cc1OC | -2 | -6 | 2 | -9 | 0.0 | 10 | -0.7% | 1 | -1
Cc1ccc(C2SCC(=O)N2Cc2cn3ccsc3n2)o1 (configuration not stated) | -1 | -2 | 5 | -4 | 0.4 | -2 | -0.2% | 2 | 6
COc1cccc(-n2c(SCC(=O)Nc3cccc(C)c3)nc3c([nH]c4ccccc43)c2=O)c1 | -2 | / | -24 | / | 1.3 | / | 0.0% | 0 | -1
CCOc1ccc(NC(C)C(=O)N/N=C/c2ccc([N+](=O)[O-])cc2)cc1 (configuration not stated) | -6 | -8 | -8 | 4 | 1.8 | / | 1.0% | 1 | 4
CCOc1ccc(Nc2ccc([N+](=O)[O-])c3nonc23)cc1 | -7 | 7 | -8 | -3 | -0.4 | -6 | -2.7% | 10 | -3
Cc1c(C)c2ccc(OCC(=O)NCCCN3CCCC3=O)cc2oc1=O | 2 | -15 | 3 | 5 | 0.5 | -9 | 6.6% | 10 | 1
CC(C)CNS(=O)(=O)c1ccc(C(=O)Nc2ccc3c(c2)OCCO3)cc1 | -5 | -30 | -16 | 1 | -0.4 | 3 | 0.4% | 7 | 2
Nc1ncc([N+](=O)[O-])c(Oc2ccccc2F)n1 | 6 | -21 | -5 | -1 | -0.5 | -5 | 1.0% | 4 | 4
O=C(CCCC(=O)N(CC(=O)NC1CCCC1)Cc1ccc2c(c1)OCO2)Nc1ccccn1 | -6 | -2 | -12 | -6 | -1.7 | -10 | 0.1% | 3 | -4
CCN1C(=O)S/C(=C\c2ccc(N3CCOCC3)cc2C)C1=O | 0 | 3 | 20 | 19 | 0.7 | -9 | -1.2% | 3 | 6
CNc1ccccc1-n1ccc(-c2ccccc2)n1 | -4 | -14 | 4 | / | -0.9 | -9 | -1.5% | 1 | 0
CCN(CC(=O)NC(c1ccccc1)c1ccccc1)Cc1nc2ccccc2c(=O)[nH]1 | -6 | 32* | 19 | -14 | 5.9 | 9 | 0.3% | 5 | -10

Not a retest: an excerpt of the list.
SMILES | D1 PAM | D2 antag | D1 antagonist | D2 potentiator | D2 agonist | RXFP1 antagonist | RXFP1 ag | D1 agonist | TRHR PAM
COc1ccc(NC(=O)c2ccc(-n3nc(C)cc3C)cc2)cc1OC | -2 | -6 | 2 | -9 | 0.0 | 10 | -0.7% | 1 | -1
Cc1ccc(C2SCC(=O)N2Cc2cn3ccsc3n2)o1 (configuration not stated) | -1 | -2 | 5 | -4 | 0.4 | -2 | -0.2% | 2 | 6
COc1cccc(-n2c(SCC(=O)Nc3cccc(C)c3)nc3c([nH]c4ccccc43)c2=O)c1 | -2 | / | -24 | / | 1.3 | / | 0.0% | 0 | -1
CCOc1ccc(NC(C)C(=O)N/N=C/c2ccc([N+](=O)[O-])cc2)cc1 (configuration not stated) | -6 | -8 | -8 | 4 | 1.8 | / | 1.0% | 1 | 4
CCOc1ccc(Nc2ccc([N+](=O)[O-])c3nonc23)cc1 | -7 | 7 | -8 | -3 | -0.4 | -6 | -2.7% | 10 | -3
Cc1c(C)c2ccc(OCC(=O)NCCCN3CCCC3=O)cc2oc1=O | 2 | -15 | 3 | 5 | 0.5 | -9 | 6.6% | 10 | 1
CC(C)CNS(=O)(=O)c1ccc(C(=O)Nc2ccc3c(c2)OCCO3)cc1 | -5 | -30 | -16 | 1 | -0.4 | 3 | 0.4% | 7 | 2
Nc1ncc([N+](=O)[O-])c(Oc2ccccc2F)n1 | 6 | -21 | -5 | -1 | -0.5 | -5 | 1.0% | 4 | 4
O=C(CCCC(=O)N(CC(=O)NC1CCCC1)Cc1ccc2c(c1)OCO2)Nc1ccccn1 | -6 | -2 | -12 | -6 | -1.7 | -10 | 0.1% | 3 | -4
CCN1C(=O)S/C(=C\c2ccc(N3CCOCC3)cc2C)C1=O | 0 | 3 | 20 | 19 | 0.7 | -9 | -1.2% | 3 | 6
CNc1ccccc1-n1ccc(-c2ccccc2)n1 | -4 | -14 | 4 | / | -0.9 | -9 | -1.5% | 1 | 0

Continued.
SMILES | D1 PAM | D2 antag | D1 antagonist | D2 potentiator | D2 agonist | RXFP1 antagonist | RXFP1 ag | D1 agonist | TRHR PAM
CC(C)NC(=O)NC(=O)COC(=O)C1(C)CC1(Cl)Cl (configuration not stated) | -1 | -15 | -7 | 5 | 0.6 | -5 | 6.1% | 2 | 19
CN1C(=O)c2ccc(NC(=O)c3ccc(Cl)cc3Cl)cc2C1=O | -3 | / | -10 | / | / | -4 | 1.0% | 4 | 2
O=C(CCN1CCN(c2ccccc2)CC1)NNC(=O)Cc1ccc(Br)cc1 | -9 | 70* | -39* | -23 | 77* | -15 | -0.4% | 1 | 2
CSc1nc(-c2ccco2)nn1S(=O)(=O)c1ccc(C)cc1 | 3 | 15 | 8 | -28 | -1.2 | 4 | -1.3% | 0 | 3
O=C(CSc1nnc(NC(=O)c2cccc(F)c2)s1)NC1CCCC1 | -1 | -6 | -9 | -8 | 0.3 | 5 | 5.6% | 4 | -2
CCN(CCC(=O)Nc1cc([N+](=O)[O-])ccc1OC)Cc1ccccc1 | -4 | 79* | 31 | -25 | 1.4 | -13 | 1.9% | 7 | -1
CC(C)C1N=C2c3ccccc3N=C(SCC(=O)NCc3ccccc3Cl)N2C1=O (configuration not stated) | 0 | / | -9 | -6 | 0.4 | 16 | 0.7% | 0 | 5
Cn1nnnc1Sc1ncnc2scc(-c3ccc4ccccc4c3)c12 | -5 | / | -13 | / | / | / | / | 10 | 0
O=C(c1ccc(F)cc1)N(Cc1ccccc1)C1CCS(=O)(=O)C1 (configuration not stated) | 0 | 0 | 12 | 14 | -0.5 | 2 | -0.1% | 0 | -14
NS(=O)(=O)c1ccc(NC(=O)COC(=O)COc2ccc3ccccc3c2)cc1 | -5 | 12 | 0 | -3 | 0.8 | 9 | 1.2% | 12 | -2
COc1cc(OC)cc(C(=O)Nc2nnc(SCC(=O)NCc3ccco3)s2)c1 | 1 | 2 | 4 | 0 | 0.5 | 2 | -3.8% | 4 | -2
O=C(CSC(=S)N1CCOCC1)Nc1ncc2c(n1)CC(c1ccco1)CC2=O (configuration not stated) | -11 | -9 | -8 | -10 | -0.7 | 2 | -3.0% | 0 | -2
Cc1cc(NC(=S)NC(=O)c2ccccc2)ccc1-c1cc2ccccc2oc1=O | -8 | 63* | 0 | -9 | -0.6 | -7 | -3.0% | 1 | 1
Cc1ccc(-c2nnc(Nc3ccc(S(N)(=O)=O)cc3)c3ccccc23)cc1S(=O)(=O)N1CCCCC1 | 3 | / | 10 | 7 | 0.2 | / | 3.6% | -1 | 1
O=c1oc2ccccc2c(NCCc2ccccc2)c1[N+](=O)[O-] | -8 | 3 | 5 | 0 | -1.1 | -7 | 0.0% | 5 | 1
CCN(CC)c1ccc(-c2nc3cnccc3n2C)cc1 | -4 | / | -6 | 2 | / | -6 | 3.6% | 1 | 2
Cc1cc(Cl)ccc1N1C(=O)CC(SCCC(=O)O)C1=O (configuration not stated) | 11 | -21 | -11 | -6 | 0.8 | -13 | 1.2% | 2 | -7
CCc1cccc(CC)c1NC(=S)N(CCN(C)C)C(C)c1cccnc1 (configuration not stated) | 2 | -13 | -7 | 4 | 0.2 | 4 | 0.7% | 3 | 9
CC(C)CN(C(=O)COC(=O)CSc1ccccc1)c1c(N)n(Cc2ccccc2)c(=O)[nH]c1=O | 6 | 11 | 7 | 14 | 1.3 | -14 | 0.2% | 3 | -2
CCOC(=O)c1c(-c2ccccc2)nc2cc(C)ccn12 | 7 | -5 | -2 | -1 | 0.5 | -10 | -0.6% | 1 | 0
Cc1ccc(C)c(N(C(=O)c2nsc(Cl)c2Cl)C(C(=O)NC2CCCC2)c2ccc(O)cc2)c1 (configuration not stated) | -5 | -6 | -14 | 15 | -0.1 | -8 | 1.2% | 5 | -10
COc1ccc(/C(C)=N/NC(=O)c2ccncc2)cc1[N+](=O)[O-] | -3 | -7 | -2 | 5 | 2.3 | -22 | 1.5% | -1 | -6
COc1ccc(NC(=O)CSc2nc(NS(=O)(=O)c3ccccc3)cc(=O)[nH]2)cc1 | 1 | 0 | -1 | 11 | / | -13 | 2.5% | -1 | -3
COc1ccc(/C=N/NC(=O)c2cccnc2)cc1COc1ccc([N+](=O)[O-])c(C)c1 | 0 | 13 | -16 | 7 | 0.2 | ? | -0.5% | 3 | 12
CCOc1ccc(CNC(=O)C2CCN(S(=O)(=O)CC)CC2)cc1OC | -4 | / | -6 | / | / | -31 | 2.6% | 0 | 0
COc1ccc(-c2cc(C(=O)Oc3ccc(C)cc3)c3ccccc3n2)cc1 | 5 | / | -13 | -11 | -0.5 | / | 8.0% | 11 | 11
CC(C)(C)c1ccc(NC(=O)COC(=O)CCN2C(=O)c3cccc([N+](=O)[O-])c3C2=O)cc1 | -6 | 4 | 32 | 0 | -0.5 | -2 | 2.1% | 1 | -9
CCc1nc2nc(C)c(NS(=O)(=O)c3cccs3)c(=O)n2[nH]1 | -2 | 0 | 1 | 51* | -2.0 | 6 | -1.6% | 3 | -4
COCc1c(C(=O)N2CCN(Cc3c(F)cccc3Cl)CC2)oc2ccccc12 | -6 | / | -3 | / | / | -23 | -1.1% | 3 | -11
COc1c(Cl)cc(Cl)cc1CNCCNCCO | 3 | 23 | 1 | 8 | 0.6 | 10 | 0.4% | 1 | -3
O=C1CSC(c2ccccc2)N1Cc1ccccn1 (configuration not stated) | 1 | -12 | 8 | -4 | 0.7 | 5 | 0.0% | 2 | 0
Cn1c(=O)oc2cc(S(=O)(=O)N3CCCC(C(=O)N4CCN(c5ccccc5F)CC4)C3)ccc21 (configuration not stated) | -4 | / | -24 | / | / | / | 1.1% | 7 | -5
COC(=O)c1sccc1NC(=O)Nc1cc(C)cc(C)c1 | 1 | 9 | -5 | -5 | 0.2 | 1 | 0.2% | 2 | -8
CCCc1ccc(-c2cc(C(=O)NCCc3ccc(S(N)(=O)=O)cc3)c3ccccc3n2)cc1 | 6 | -5 | 3 | -4 | 0.1 | 2 | -0.2% | 3 | -1
O=C(CCc1nc(-c2ccccc2)no1)NCC1CCCO1 (configuration not stated) | -7 | 8 | 4 | 4 | 0.4 | 4 | -0.2% | 0 | -3
COc1ccc(NC(=O)COC(=O)CCCC2=NS(=O)(=O)c3ccccc3N2)cc1 | 1 | -16 | -8 | -4 | -1.1 | -1 | -0.5% | 0 | -2

A portion of the library, so the mix of outcomes need not match the whole.
